Screens deposited in PubChem by several laboratories.
TRPML3 ag – human mucolipin-3 channel agonism | Q8TDD5 | HEK293 TRPML3-YFP, Fluo-8 calcium fluorescence; 100% = the carbachol control signal | activation, % at 3 µM | 220,000 compounds, 0.29% hits | AID 1448;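 active = activation above its plate's cutoff, the mean activation of the plate's test wells plus 3 SD, cut at about 12% in these data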;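 also: 0% = DMSO only wells and 100% = carbachol wells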
Target sequence (Q8TDD5 whole entry, looked up): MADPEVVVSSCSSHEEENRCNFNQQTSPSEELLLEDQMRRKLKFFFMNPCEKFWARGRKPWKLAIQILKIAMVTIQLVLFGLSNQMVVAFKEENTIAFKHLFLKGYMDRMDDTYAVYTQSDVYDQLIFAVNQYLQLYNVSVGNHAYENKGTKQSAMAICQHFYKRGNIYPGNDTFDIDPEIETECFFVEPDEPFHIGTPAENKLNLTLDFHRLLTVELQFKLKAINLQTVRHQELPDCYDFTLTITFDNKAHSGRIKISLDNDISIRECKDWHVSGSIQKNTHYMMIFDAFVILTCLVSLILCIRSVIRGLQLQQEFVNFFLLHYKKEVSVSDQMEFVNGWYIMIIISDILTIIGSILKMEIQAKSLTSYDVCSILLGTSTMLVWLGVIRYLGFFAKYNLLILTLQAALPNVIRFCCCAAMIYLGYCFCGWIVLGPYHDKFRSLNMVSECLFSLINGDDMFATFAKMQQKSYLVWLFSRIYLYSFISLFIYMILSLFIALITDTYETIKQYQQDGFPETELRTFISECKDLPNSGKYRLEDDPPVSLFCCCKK
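Test system – HEK293 line with stable expression of human TRPML3-YFP channel · Control set – carbachol 87 µM final as high control (100%), DMSO as low control (0%) · Signal – Fluo-8 calcium dye fluorescence, ex 470-495, em 515-575 nm · Incubation – 1-h 37 °C dye load, 5-s basal, 120-s post-compound reads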
TRPN1 ag – agonists of zebrafish TRPN1 channel; HEK293 zebrafish TRPN1-YFP, Fluo-8 calcium fluorescence; 100% = response to 87 µM carbachol; activation, % at 3 µM; 220,000 compounds, 0.18% hits;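 active = activation above its plate's cutoff, the mean activation of test wells on that plate plus 3 SD, cut at about 19% in these data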;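 also: 0% = DMSO alone and 100% = 87 µM carbachol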
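System: zebrafish TRPN1-YFP in HEK293 cells / Dosing: 3 µM single point / Timing: dye loading 1 h at 37 °C, then 30 min room temperature / Signal: Fluo-8 calcium fluorescence, excitation 470-495 nm, emission 515-575 nm / Read-out basis: percent activation from peak over basal fluorescence ratio, control-normalized / Control set: high carbachol 87 µM, low DMSO alone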
Runt-SMMHC FRET – Runt domain-CBFb-SMMHC interaction inhibition; Q01196+Q13951; Cerulean-Runt/Venus-CBFb-SMMHC FRET ratio 530/480, 1 h; inhibition, % at 20 µM; 220,000 compounds, 0.74% hits;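 active = mean inhibition across duplicate retests at 20 µM reaching about 50%, limit read from the data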;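 also: 0% = DMSO wells and 100% = wells with excess untagged CBFb-SMMHC; inhibitors lower the FRET ratio by blocking Runt binding to CBFb-SMMHC; some results filed as inactive read as strong as hits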
p47phox inh – inhibitors of human p47phox binding; p47phox/p22phox peptide binding, fluorescence polarization, 2 h; inhibition, % at 24.7 µM; 220,000 compounds, 0.53% hits; AID 1274;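 active = inhibition above about 30%, limit read from the data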;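 also: 0% = p47phox with labelled peptide and 100% = labelled peptide alone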
TNF necrop inh – inhibitors of TNF-alpha induced necroptosis in Jurkat FADD-/- cells; Jurkat FADD-/- TNF necroptosis rescue, ATP luminescence, 24 h; 0 = TNF only, 100 = no-TNF cells; activation (protection from cell death), % at 10 µM; 220,000 compounds, 0.068% hits; AID 463075;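 active = activation, meaning protection from cell death, of at least 50% relative to plate controls; inactive = activation below 50%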;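 also: necroptosis triggered by 40 ng/mL TNF-alpha added together with compound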
PPC-1+TRAIL kill – compounds killing PPC-1 cancer cells with TRAIL present (potentiator screen, no TRAIL-free arm); PPC-1 cells + TRAIL, ATPLite viability luminescence; cell killing (% activity), % at 4 µM; 220,000 compounds, 0.41% hits; AID 1443;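 active = cell killing above 50% in the first pass at 4 µM, then a duplicate retest at 5 µM averaging 50% or more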;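 also: plate controls were cells with TRAIL plus DMSO for no effect and medium-only wells lacking cells for full effect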
CHOP inhibitor – blocks CHOP induction under ER stress; CHO-K1 CHOP-promoter luciferase, tunicamycin-induced, 15-18 h; inhibition, % at 10 µM; 220,000 compounds, 3.8% hits; AID 2732;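 active = compounds that reduced the stress-induced luciferase reporter signal by more than about 70% of percent inhibition, limit read from the data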;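 also: 0% = tunicamycin plus vehicle and 100% = wells without tunicamycin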
EBV gp42 inh – blocks Epstein-Barr virus glycoprotein 42 binding; 220,000 compounds, 0.42% hits; Fluorescence polarization binding assay, mP read-out; inhibition, % (tested at 21.74 µM); AID 1085; in the data active = inhibition above about 50%
Target sequence (Q1HVG2 whole entry, looked up): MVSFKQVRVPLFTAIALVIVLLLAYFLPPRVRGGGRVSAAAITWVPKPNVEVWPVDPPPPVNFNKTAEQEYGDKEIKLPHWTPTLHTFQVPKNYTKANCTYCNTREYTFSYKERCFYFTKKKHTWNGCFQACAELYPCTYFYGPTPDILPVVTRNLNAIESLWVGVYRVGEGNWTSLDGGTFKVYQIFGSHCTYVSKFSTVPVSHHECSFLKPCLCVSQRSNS
Mdm2 ligase inh – blocks human Mdm2 ubiquitin ligase activity; Q00987; cell-based MDM2 ubiquitination luciferase reporter, 2 h; 0 = plate control, 100 = twice control, blank-subtracted; signal enhancement, % at 5 µM; 210,000 compounds, 0.11% hits;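 active = signal enhancement of 30% or more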;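 also: luminescence tracks abundance of the self-degrading MDM2-luciferase fusion protein; higher signal means inhibition of MDM2 E3 ligase activity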
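Assay system: stable mammalian line carrying autodegrading MDM2–luciferase fusion reporter; Input: 2000 cells in each well; Compound dosing: single-point 5 µM; Schedule: 2 h compound exposure at 37 °C; Signal: SteadyLite luciferase luminescence after 15 min room-temperature reagent incubation; Evaluation: % luminescence enhancement versus blank-corrected plate control mean; Benchmarks: plate controls and plate blanks.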
* marks the source's active call; other numbers are inactive results; . = no result given.

mol	TRPML3 ag	TRPN1 ag	Runt-SMMHC FRET	p47phox inh	TNF necrop inh	PPC-1+TRAIL kill	CHOP inhibitor	EBV gp42 inh	Mdm2 ligase inh
Cc1csc(SCC(=O)NC(=O)NC(C)C)n1	0.3	-0.4	-1	3	49	8	2	-3	-3
Cn1nnnc1SCC(=O)NC(=O)Cc1ccccc1	-0.2	-0.1	-4	-4	0.6	2	-6	-10	-9
CCOC(=O)C(C)Sc1nnc(NC(=O)c2cccc([N+](=O)[O-])c2C)s1 (centres undefined)	1.2	1.4	2	2	1.8	11	19	-7	-17
CCCn1cc(S(=O)(=O)CC(=O)Nc2ccc(OCC)cc2)c2ccccc21	0.0	-0.7	2	0	-1.6	12	7	-6	-12
O=C(c1ccccc1F)N1CCC(N2CCCCCC2)CC1	-0.1	1.0	1	-4	-0.8	-2	8	-9	3
CC(C)NC(=S)N/N=C/c1c[nH]c2ccccc12	0.9	-0.7	4	-12	7.3	10	9	0	-4
CCn1c(SCC(=O)N2CCCc3ccccc32)nc2ccccc2c1=O	-1.2	-1.3	2	-2	0.7	-4	44	-2	-8
Clc1ccc(-c2csc(N3CCC(c4ccccc4)C3)n2)cc1 (centres undefined)	1.2	1.0	-1	-16	-3.7	-22	-27	5	-13
CCNc1nc(NCC)n2c(SCC(=O)N3CC4(C)CC3CC(C)(C)C4)nnc2n1 (centres undefined)	0.3	-2.5	5	-6	1.1	2	6	9	-10
CN(Cc1cnn(C)c1)C(=O)C1CCCCC1C(=O)O (centres undefined)	0.0	0.5	-1	5	-1.9	16	-13	2	-5
COc1ccc(-c2nc(=S)c3c(n2Cc2cccnc2)CC(C)(C)OC3)cc1	1.1	1.4	-1	-6	1.6	10	-26	-12	-1
CC(NC(=O)c1ccc(C(C)(C)C)cc1)C(=O)O (centres undefined)	-0.2	1.4	2	-5	-0.9	5	-12	0	-8
COc1cc(-c2nc(-c3ccc4c(c3)-c3ccccc3S4(=O)=O)c(-c3ccccc3)[nH]2)cc(OC)c1O	0.5	0.8	-7	-10	-7.9	20	92*	-6	-24
CC(=O)Nc1ccc(/C(C)=N/NS(=O)(=O)c2ccccc2)cc1	0.9	0.6	-2	-24	2.5	11	6	-9	.
CN(c1nc2ccccc2n2c(C3CC3)nnc12)S(=O)(=O)c1ccccc1	0.6	-0.2	1	-6	-0.2	32	13	8	2
O=C(CSc1nc(C2CCCCC2)nc2ccccc12)NCc1ccco1	-1.0	-2.0	5	-5	-1.3	15	19	8	6
COc1cccc(Nc2nc3ccccc3n3cnnc23)c1	-0.8	0.3	-3	-20	-3.2	0	-26	-5	-9
CCOc1ccc2c(c1)-c1c(ssc1=S)C(C)(C)N2	-1.5	-1.6	-8	1	0.1	8	62	-9	-17
O=C(CCCN1C(=O)/C(=C/c2ccccc2Cl)SC1=S)NNC(=O)c1ccccc1Cl	0.4	0.9	-3	-15	3.4	8	95*	-21	1
Cc1cc(=O)oc2cc(NS(=O)(=O)c3ccc(F)cc3)ccc12	-0.3	-2.0	67*	5	2.5	15	17	9	1
Cc1ccc(C)c2[nH]c(=O)c(CCNC(=O)CC(C)(C)C)cc12	0.5	0.1	2	-3	0.2	28	13	-10	-14
COc1ccc(CCNC(=O)CSc2nc3[nH]ncc3c(=O)n2-c2ccc(C)c(Cl)c2)cc1OC	0.0	-2.2	-8	3	-3.0	-4	-11	-1	-13
Cc1ncc([N+](=O)[O-])n1CCOC(=O)Nc1ccc(Cl)c(Cl)c1	-0.1	0.3	-7	7	-1.5	10	10	-5	-3
COc1ccc(N=C2C(=O)N3CCCc4cccc2c43)cc1	1.3	0.3	4	10	-0.9	-7	-16	9	-2
CCOc1ccc(N2C(=O)c3ccccc3C2O)cc1 (centres undefined)	-0.1	-0.8	-1	2	-1.9	29	6	-3	-8
CS(=O)(=O)N1CCN(c2ccc(NC(=O)c3ccccc3)cc2)CC1	-0.7	0.2	-2	-7	-0.2	29	-5	3	-3
CCOc1ccccc1N1CC(C(=O)Nc2nccs2)CC1=O (centres undefined)	1.0	0.8	0	-8	2.3	-19	15	0	8
OCCC1CN(Cc2ccccn2)CCN1C1CCCC1 (centres undefined)	0.8	0.3	0	-4	-0.3	15	2	-5	-5
COc1cccc(Cn2cnc3c(NS(=O)(=O)c4ccc(Cl)cc4Cl)c(C)c(C)cc32)c1	0.8	-0.9	-3	-25	-5.9	21	69	2	6
Cc1ccc2nc(Cl)c(C3CC(c4ccco4)=NN3C(=O)CCCC(=O)O)cc2c1 (centres undefined)	0.9	1.8	4	-11	0.5	16	-19	-1	-1
COCCn1c(SCC(=O)Nc2nc(C)c(Cl)cc2Cl)nc2ccccc21	-1.4	0.3	1	-18	-3.5	5	18	-16	-74
COc1cc(OC)cc(C(=O)NNC(=O)CCc2ccccc2)c1	0.1	-0.1	-6	-1	0.2	10	2	-2	-17
COC(=O)c1sccc1NC(=O)c1cc(-c2cc(C)ccc2C)nc2ccccc12	0.0	-2.1	0	-17	-7.6	1	93*	4	-23
c1ccc2c(-c3nc4ncccc4o3)cccc2c1	-0.2	-2.2	0	-12	-5.4	13	42	-8	-3
O=C(O)c1ccc(N(c2ccccc2)c2ccccc2)cc1	-0.4	-0.7	-2	-3	-0.4	-4	-10	-7	-3
CCCCN1C(=O)/C(=C(/C#N)C(N)=O)c2ccccc21	0.4	0.8	1	4	-6.4	13	9	0	-9
COC(=O)c1ccc(CSc2n[nH]c(C)n2)o1	0.7	0.6	5	-9	1.4	8	-22	-19	-13
CC(c1cccnc1)N(C(=O)Nc1ccccc1)C1CCCCC1 (centres undefined)	0.8	1.0	-2	-12	0.2	-6	6	-5	-12
CN1CCN(C(=O)NC2CCCCC2)CC1	0.8	0.3	-3	7	-0.1	0	-8	-17	-10
CN1C(=O)/C(=C\C=C2/CCCN2C)N(C)C1=S	0.8	1.7	-31	-13	-1.0	1	-7	-175	-23
O=C(O)CSc1ccccc1C(=O)O	1.4	1.5	-1	3	-0.7	7	-2	-21	-17
COc1ccccc1-n1cc(C(=O)c2cc(Cl)ccc2O)cc(C#N)c1=O	0.9	-0.3	-2	-10	0.5	-2	19	-3	2
COc1ccc(NC(=O)c2sc3cc(C(F)(F)F)cnc3c2-c2cccs2)cc1	0.9	-0.9	-1	-25	0.1	19	-9	-17	-2
O=S(=O)(c1ccc(-c2ccccn2)s1)N1CCC2(CC1)OCCO2	1.0	4.0	-1	-1	3.4	-8	6	1	-6
CN(C)c1ccc(CNC(=O)c2ccc(CNc3c(N4CCCCC4)c(=O)c3=O)cc2)cc1	0.5	3.4	4	4	-1.6	14	27	-2	-9
COc1ccc(C2(C(=O)Nc3ccc(C)c(C)c3)CCOCC2)cc1	-0.2	-2.0	-1	0	1.0	24	-7	-17	-9
O=C1CN(CC(=O)Nc2ccc(SC(F)F)cc2)CCN1	0.9	0.6	-1	5	-0.5	34	-28	19	7
O=C(O)c1ccc2c(c1)SC1=NS(=O)(=O)CCN12	0.4	0.2	-4	-10	4.6	7	9	-15	-13
COc1ccc(C(CCN2CCCC(C)C2)c2c(OC)cc(OC)c3c(C)cc(=O)oc23)cc1 (centres undefined)	.	.	2	-4	1.5	4	32	-14	8
c1ccc(CCN=C2CCCc3c2[nH]c2ccccc32)cc1	0.1	-1.2	-5	-24	-1.1	-3	2	-19	-11
O=C1Nc2cc(Cl)c(Cl)cc2N(O)N1c1ccc(Cl)cc1	1.3	0.2	-4	-15	0.0	18	10	-4	3
S=C(c1ccc(N2CCCC2)cc1)N1CCCCC1	0.8	1.0	-3	-10	0.0	-1	-12	-6	4
C=CCOc1ccc(CNC(C)(C)CO)cc1OC	0.1	0.3	-2	-6	-2.8	14	-20	-7	-9
c1ccc(CSc2nnc(-c3cccs3)o2)cc1	-0.3	-0.5	-4	-2	26	1	-15	13	-18
CC(C)n1c(NCc2cccs2)nc2ccccc21	-0.4	-0.3	0	-3	0.8	-7	31	-9	-31
O=C(NC(NC1CCS(=O)(=O)C1)C(=O)c1ccccc1)c1ccc(Cl)cc1 (centres undefined)	-0.3	-0.1	-11	1	-0.1	15	-1	-15	-9
Cc1c(/C=C(\CC(=O)O)c2nc3ccccc3s2)cc(C#N)n1C	0.4	-1.3	0	-4	2.8	1	-9	-8	-7
Cc1ccccc1CSc1nc2c(c(=O)[nH]1)CCCC2	-0.2	-1.1	1	-11	1.7	15	-11	-3	-1
Cc1ccnc(NC(=O)c2ccc(Cl)cc2Cl)n1	1.1	1.5	-4	-2	-0.3	16	2	-15	-10
N#CC(C#N)=C1C=CC=CN1/C(=C\c1ccco1)C(=O)c1ccc(Br)cc1	0.7	-1.4	20	-18	62*	5	109*	2	-10

Going on with the list:
mol	TRPML3 ag	TRPN1 ag	Runt-SMMHC FRET	p47phox inh	TNF necrop inh	PPC-1+TRAIL kill	CHOP inhibitor	EBV gp42 inh	Mdm2 ligase inh
C=CCNC(=O)CSc1nnc(-c2ccccn2)n1Cc1ccccc1	0.3	-0.1	-4	-5	0.6	-7	-15	-4	2
O=C(CSc1nnc(CNC(=O)C23CC4CC(CC(C4)C2)C3)n1-c1ccccc1)Nc1ccccc1	-0.3	1.1	-4	-24	2.8	-17	18	-10	-6
Cc1ccc(C)c(NC(=O)CSc2nnc(-c3ccccc3)n2N)c1	0.4	-0.2	4	0	0.2	8	-29	-5	-20
CC1CCC(C(=O)NC(C(=O)N2CCC(N3CCCCC3)CC2)C(C)C)CC1 (centres undefined)	0.3	-0.9	-4	-19	-0.9	-4	-20	-6	-27
CCOC(=O)c1ccc(N2C(=O)CC(NC3CCN(C(=O)c4ccc(F)cc4)CC3)C2=O)cc1 (centres undefined)	1.4	0.8	-2	-14	-1.9	9	6	9	6
O=C(COc1ccccc1F)NC12CC3CC(CC(C3)C1)C2	-0.5	0.1	0	8	2.6	5	40	6	.
Oc1ccccc1C(=S)N1CCN(c2cccc(Cl)c2)CC1	-0.5	-0.2	5	-5	1.7	22	28	-3	.
CCn1cc(/C=N\NC(=O)Cc2ccc([N+](=O)[O-])cc2)c(C)n1	0.7	1.8	2	-14	2.2	8	-8	-10	-6
